Bioassay records: PubChem, several laboratories
Keap1 Nrf2 FP = inhibitors of human Keap1-Nrf2 protein-protein interaction | Q14145 | actives 0.15% (n = 340,000) | Keap1 Kelch-Nrf2 peptide fluorescence polarization, 1536-well | inhibition, % at 9.4 µM; in the data active = inhibition above about 12%;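 note: human Keap1 Kelch domain with fluorescein labeled Nrf2 9mer peptide probe; 0% = neutral control wells and 100% = peptide positive control; higher means more block of Keap1 binding to Nrf2 peptide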
Target sequence (Q14145 whole entry, looked up, the tested form may be a part): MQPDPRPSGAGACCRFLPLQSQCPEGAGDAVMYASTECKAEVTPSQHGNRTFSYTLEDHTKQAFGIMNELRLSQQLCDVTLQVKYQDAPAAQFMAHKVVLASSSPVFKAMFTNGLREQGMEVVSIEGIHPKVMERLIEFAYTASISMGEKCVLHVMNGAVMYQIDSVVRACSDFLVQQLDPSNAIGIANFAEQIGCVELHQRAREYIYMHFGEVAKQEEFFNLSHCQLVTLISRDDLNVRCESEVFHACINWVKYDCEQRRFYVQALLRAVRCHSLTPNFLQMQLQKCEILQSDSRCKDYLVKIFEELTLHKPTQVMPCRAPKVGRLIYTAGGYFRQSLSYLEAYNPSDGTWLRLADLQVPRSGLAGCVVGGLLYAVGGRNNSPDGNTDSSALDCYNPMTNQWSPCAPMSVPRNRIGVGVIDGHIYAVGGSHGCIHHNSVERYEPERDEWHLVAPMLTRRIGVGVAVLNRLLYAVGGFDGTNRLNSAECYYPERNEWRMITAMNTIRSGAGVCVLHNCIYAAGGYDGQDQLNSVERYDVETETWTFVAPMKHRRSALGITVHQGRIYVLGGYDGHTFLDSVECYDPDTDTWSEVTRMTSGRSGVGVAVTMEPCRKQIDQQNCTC
OPRM1-OPRD1 inv = inverse agonists of human mu-delta opioid receptor heterodimerization. inhibition, % at 9.3 µM. cell-based MOR-DOR heterodimer luminescence, inverse agonism. actives 0.21% (n = 340,000). P35372+P41143. AID 504357; in the data active = inhibition above about 22%, passing the limit was not always enough;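 note: 0% = cells with DMSO and 100% = wells without cells with DMSO; values of inactives mirror those of a sister screen read the other way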
V-ATPase pH = yeast V-ATPase proton transport regulation by pHLuorin. response, % at 10 µM. AID 504577. actives 0.37% (n = 350,000). S. cerevisiae, pHLuorin cytosolic pH fluorescence; in the data active = response mostly above about 7.3%, no sharp cut-off; inactive = mostly below about 5.4%; note: actives read high; inactives centre near 0; some compounds called inactive have numbers as strong as hits; reference of the scale not given here
CAL PDZ FP = inhibitors of human CAL PDZ peptide binding; Q9HD26; purified CAL PDZ, TMR-peptide fluorescence polarization, 1 h; inhibition, % at 24.9 µM; actives 0.92% (n = 300,000);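 active = mean inhibition of at least 30% with at least half of replicates also reaching 30%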;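 note: 0% = DMSO neutral control and 100% = excess unlabeled competitor peptide PRC23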
HTR5A ag ctr = counter-screen for OPRM1-OPRD1 agonists: human HTR5A agonism. P47898. HTR5A agonist assay, luminescence, cell-based. activation, % at 9.3 µM. actives 0.61% (n = 340,000). AID 504692; in the data active = activation mostly above about 9.5%, no sharp cut-off; inactive = mostly below about 7.6%;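 note: 0% = cells with vehicle only and 100% = reference agonist; strong numbers were not always called active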
Target sequence (P47898 whole entry, looked up): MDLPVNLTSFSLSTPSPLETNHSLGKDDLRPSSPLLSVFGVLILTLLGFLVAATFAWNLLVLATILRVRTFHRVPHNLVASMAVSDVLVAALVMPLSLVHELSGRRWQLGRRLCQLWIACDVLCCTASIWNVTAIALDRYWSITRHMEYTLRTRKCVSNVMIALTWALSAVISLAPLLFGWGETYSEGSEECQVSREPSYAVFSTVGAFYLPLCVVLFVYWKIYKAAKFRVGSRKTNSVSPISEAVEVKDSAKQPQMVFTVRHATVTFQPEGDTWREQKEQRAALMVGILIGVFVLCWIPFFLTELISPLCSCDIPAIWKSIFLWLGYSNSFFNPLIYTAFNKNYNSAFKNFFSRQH
RTF Ca sens inh = cardiac RTF calcium desensitization. P19429+P45379. IANBD-labeled cardiac RTF, Ca2+ fluorescence. inhibition, % at 7.15 µM. actives 0.12% (n = 340,000). AID 493244;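 active = inhibition above the mean inhibition of all tested compounds plus 3 SD, cut at about 17% in these data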;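 note: assay run at fixed EC70 calcium of 1.6 mM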
cardiac RTF act = increases calcium sensitivity of human cardiac regulated thin filaments. P19429+P45379. IANBD-labeled TnC RTF fluorescence at EC20 calcium; 0% EC20 calcium, 100% full calcium. activation, % at 7.2 µM. actives 0.24% (n = 340,000). AID 493008;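 active = activation above the mean over all tested compounds plus 3 SD, cut at about 30% in these data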;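 note: rise in fluorescence read as greater calcium sensitivity of cardiac thin filaments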
C-LANA FP = inhibitors of KSHV LANA C-terminal domain DNA binding; MBP-C-LANA/FAM-LBS DNA binding, fluorescence polarization; inhibition, % at 9 µM; actives 0.078% (n = 340,000); AID 504423;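 active = highest replicate inhibition at or above 60% at 9 µM, even if other replicates fall short; inactive = all replicates below 60% inhibition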;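 note: 0% = neutral control wells and 100% = 4 µM acridine orange control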
HTR5A inv ctr = HTR5A inverse agonism, opioid heterodimer counter-screen. actives 0.083% (n = 340,000). P47898. HTR5A cell line, luminescence. AID 504634. inhibition, % at 9.3 µM; in the data active = inhibition mostly above about 23%, no sharp cut-off; inactive = mostly below about 18%;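 note: 0% = cells with DMSO and 100% = no-cell wells with DMSO; some compounds called inactive have numbers as strong as hits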
MOR-DOR ag = agonists of human mu-delta opioid receptor heterodimerization; actives 0.3% (n = 340,000); activation, % at 9.3 µM; cells, OPRM1-OPRD1 heterodimerization, luminescence; in the data active = activation above about 18%;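 note: 0% = vehicle-treated cells and 100% = reference agonist; values of inactives mirror those of a sister screen read the other way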
* hit, by the source's call; . = no result given. An unsorted share of the library (roughly 2.8% active in at least one column).

Start of the data: the first 2 records (preview)
SMILES | Keap1 Nrf2 FP | OPRM1-OPRD1 inv | V-ATPase pH | CAL PDZ FP | HTR5A ag ctr | RTF Ca sens inh | cardiac RTF act | C-LANA FP | HTR5A inv ctr | MOR-DOR ag
CC(OC(=O)Cn1cnc2ccccc2c1=O)C(=O)N(C)c1ccccc1 (configuration not stated) | -2 | 5 | 2 | -5 | -3 | -1 | -7 | 0.3 | 10 | -0.9
Cc1ccc2cc3cc(C(=O)NCCCN4CC(C)CC(C)C4)oc3nc2c1 (configuration not stated) | -5 | 6 | 2 | -2 | 1 | 1 | 1 | 0.3 | 26 | -1.2

The list itself, previewed entries included:
SMILES | Keap1 Nrf2 FP | OPRM1-OPRD1 inv | V-ATPase pH | CAL PDZ FP | HTR5A ag ctr | RTF Ca sens inh | cardiac RTF act | C-LANA FP | HTR5A inv ctr | MOR-DOR ag
CC(OC(=O)Cn1cnc2ccccc2c1=O)C(=O)N(C)c1ccccc1 (configuration not stated) | -2 | 5 | 2 | -5 | -3 | -1 | -7 | 0.3 | 10 | -0.9
Cc1ccc2cc3cc(C(=O)NCCCN4CC(C)CC(C)C4)oc3nc2c1 (configuration not stated) | -5 | 6 | 2 | -2 | 1 | 1 | 1 | 0.3 | 26 | -1.2
CCOC(=O)CN1C(=O)N(c2ccccc2OC)S(=O)(=O)c2ccccc21 | 1 | 5 | -3 | 1 | -5 | -1 | 0 | -2.3 | 18 | -0.9
COCCNc1nc(-c2cc(-c3ccccc3)on2)cc(C(C)C)n1 | 3 | -4 | -4 | -2 | 2 | -8 | 0 | -0.3 | -5 | 0.7
CCOC(=O)C1CCN(C(=O)c2cc3c(ccc4ccccc43)o2)CC1 | -1 | -10 | 4 | -5 | -1 | -1 | -2 | -1.9 | -19 | 1.4
CCN(Cc1ccccc1)Cc1nc(CCc2ccccc2)no1 | 0 | -32 | 0 | -5 | 6 | -2 | 2 | 0.3 | 5 | 6.2
CCC1=C(C)CN(C(=O)NCCc2ccc(S(=O)(=O)NC(=O)NC3CCC(C)CC3)cc2)C1=O (configuration not stated) | -1 | -5 | -3 | -2 | 1 | -1 | -3 | 2.6 | -6 | 0.9
O=C(CNC(=S)N(Cc1ccccc1)Cc1cccnc1)NC1CCCC1 | 4 | 23 | -3 | -4 | 6 | 2 | 5 | -3.0 | -20 | -4.3
CCCCCc1c2c(cc(O)c1C(=O)O)OC(=O)c1c(cc(OC)cc1C(=O)CCCC)O2 | -1 | -2 | 0 | -1 | -1 | 5 | 2 | 2.5 | -26 | 0.4
Cn1c(=N)n(CC(=O)c2cccs2)c2ccccc21 | 1 | 8 | 0 | -2 | 4 | 0 | -2 | 0.2 | -6 | -1.4
OC(COc1ccc2ccccc2c1Br)Cn1cnc(-c2ccccc2)c1 (configuration not stated) | -4 | -30 | 1 | -1 | 1 | -10 | -1 | 1.6 | 3 | 6.0
C/C=C/Cn1c(SCCCc2ccccc2)nc2c1c(=O)[nH]c(=O)n2C | 4 | -25 | -1 | . | 10 | -6 | -1 | 1.8 | 0 | 4.6
CN(C(=O)c1ccno1)c1nnc(-c2cccnc2)s1 | 0 | 9 | -5 | 79* | -3 | 2 | -3 | 0.4 | -21 | -1.5
O=C(Oc1cc2oc(=O)cc(-c3ccccc3)c2cc1Cl)C1CCCCC1 | 4 | 6 | -3 | -3 | 2 | -6 | -2 | -0.1 | -15 | -1.4
COc1ccc(-c2cn[nH]c2-c2ccc(OCC(=O)NN)cc2O)cc1 | -5 | -3 | 5 | -3 | 0 | -1 | -2 | -0.6 | 1 | 0.7
COC(=O)[C@H](Cc1ccccc1)NC(=O)Cn1cnc(C(=O)Nc2ccc(C)c(C)c2)n1 | -6 | 23 | 2 | 1 | 0 | 0 | -2 | 3.7 | -2 | -4.7
Cc1ccc2[nH]c(=O)c(CN(C)S(=O)(=O)c3cccc4nonc34)cc2c1 | -9 | 10 | 0 | . | -1 | -7 | 2 | 0.2 | -7 | -2.1
COc1ccc(OCc2nnc(SCC(=O)Nc3ccccc3Cl)o2)cc1 | -1 | 3 | -1 | . | 3 | -12 | 7 | 0.4 | -1 | -0.3
COc1cc(CN(CCc2c(C)[nH]c3ccc(C)cc23)C(=S)NC(C)(C)C)cc(OC)c1OC | 1 | -8 | -2 | . | 7 | -6 | -1 | 0.0 | -20 | 1.4
CNC(=S)N/N=C/C1=CCC2CC1C2(C)C (configuration not stated) | 3 | -10 | -5 | -2 | -4 | 4 | 1 | -0.1 | -7 | 1.6
Cc1cccc(N2CCN(C(=O)c3cc(COc4ccc(F)c(F)c4)on3)CC2)n1 | 2 | -22 | -1 | 5 | -1 | -8 | 1 | -0.4 | -35 | 4.3
Cn1nnnc1SCc1nnc(-c2ccc(Cl)cc2)o1 | -5 | -16 | -3 | 0 | 1 | -16 | 1 | 1.7 | -9 | 2.8
Cc1cccc(NC(=O)c2ccccc2NC(=O)C(C)(C)C)n1 | -2 | 16 | 5 | -3 | 9 | -1 | -2 | 0.6 | -19 | -2.6
Cc1ccc(CNCC(=O)Nc2cccc(S(=O)(=O)NC3=NCCCCC3)c2)cc1 | -4 | -3 | 0 | 0 | 6 | 0 | 0 | 0.2 | 1 | 0.5
O=C(NNC(=O)c1cccc(Br)c1)C(=O)N1CCCCC1 | -2 | 13 | -1 | 0 | 2 | -11 | 1 | 0.4 | -4 | -2.5
O=C1/C(=C/c2ccccc2)NC(=S)N1C(c1ccccc1)c1ccccc1 | -3 | -29 | -1 | 1 | -8 | 0 | 3 | 0.9 | 8 | 5.0
CN(NC(=O)c1ccc(Cl)cc1)c1nc(-c2ccccc2)nnc1C(F)(F)F | 0 | -26 | 0 | . | 3 | -5 | -3 | -2.2 | -12 | 5.7
COc1ccc(NC(=O)Nc2c(SC)nsc2SC)cc1 | -3 | -2 | -1 | -7 | -2 | 0 | -2 | -3.2 | -4 | 0.3
COc1cc(C=O)ccc1OCCCOc1ccccc1[N+](=O)[O-] | -8 | 7 | 4 | -2 | 1 | 2 | 1 | -0.9 | -2 | -1.4
CC1(C)C2CCC1(CS(=O)(=O)Nc1ccc(S(=O)(=O)NC3CCCCC3)cc1)C(=O)C2 (configuration not stated) | -2 | 1 | 3 | -3 | -2 | 2 | 1 | 0.3 | 6 | -0.1
Cc1nc2sccn2c(=O)c1S(=O)(=O)N1CCN(c2ccccc2)CC1 | 1 | 8 | 1 | -3 | 2 | 4 | -9 | -0.4 | 3 | -1.4
CC(C)CN(C(=O)CC1CCCC1)c1c(N)n(Cc2ccccc2)c(=O)[nH]c1=O | 0 | 7 | -2 | -3 | -4 | -4 | -3 | 0.9 | 10 | -1.0
Cn1c(=O)c2[nH]c(-c3ccccc3Cl)c(O)c2n(C)c1=O | 0 | -5 | -1 | 0 | -1 | -17 | 12 | 2.7 | -18 | 0.9
CCNC(=S)N1CCN(S(=O)(=O)c2ccc(C)cc2)CC1 | -5 | 10 | -6 | -2 | -1 | -3 | 7 | -5.0 | 4 | -2.0
Cc1cc(C)nc(N2CCN(C(=O)c3ccc(S(=O)(=O)N4CCCCCC4)cc3)CC2)n1 | -2 | 10 | -2 | -15 | -3 | -9 | 9 | 5.1 | 9 | -2.1
O=C(Cn1c(NCCCO)nc2ccccc21)c1ccc(Cl)cc1Cl | -6 | 9 | -1 | 21 | 4 | -1 | 0 | 2.2 | -16 | -1.9
O=C(Nc1cccc(-c2ccc(F)cc2)c1)C1CCCN(C(=O)c2cscn2)C1 (configuration not stated) | -1 | 11 | 3 | 2 | 1 | -4 | -2 | 0.0 | -37 | -2.1
CCOC(=O)c1sc(N(Cc2ccccc2)C(=O)CCl)nc1C | 1 | -24 | 0 | -5 | 1 | 3 | -6 | -0.1 | -3 | 4.3
CCOc1ccc(NC(=O)CN2C(=O)NC(CCSC)C2=O)cc1 (configuration not stated) | -8 | 4 | 0 | 2 | -2 | 2 | 2 | 1.3 | 4 | -0.9
Cc1onc(-c2ccccc2)c1C(=O)N1CCN(c2ccc([N+](=O)[O-])cc2)CC1 | 1 | 12 | 4 | -6 | 2 | 11 | -6 | 0.2 | -6 | -2.3
COC(=O)c1ccc(N2CCN(CC(=O)c3ccc(-c4ccccc4)cc3)CC2)c([N+](=O)[O-])c1 | -1 | 6 | -1 | 0 | -3 | -2 | 3 | 0.8 | -14 | -1.1
CCOc1ccc(N2C(=O)CC(n3nc(C)cc3C)C2=O)cc1 (configuration not stated) | -2 | 12 | 0 | 5 | -5 | 7 | 0 | 0.5 | 12 | -2.1
C=C1C(=O)C=C2CN(C(=O)c3ccccc3)[C@@](Cc3ccc(F)cc3)(C(=O)OC)[C@@H]12 | -64 | 13 | -11 | -25 | 1 | 2 | 6 | -0.8 | -5 | -2.4
CCc1ccc(C(CC(=O)c2ccc(Cl)cc2)C(=O)O)cc1 (configuration not stated) | 8 | 5 | 6 | 0 | 3 | 4 | 1 | 0.8 | 13 | -0.9
COc1ccc(/C=N/NC(=O)CN2CCCc3ccccc32)c(OC)c1 | 5 | -7 | -2 | 0 | 0 | -5 | 0 | -0.6 | 1 | 1.3
CCOC(=O)c1cnc2c(OC)cccc2c1N1CCN(c2ccccn2)CC1 | 1 | 11 | -1 | 14 | 3 | 0 | -5 | 0.2 | 23 | -2.5
OC(COc1ccc(OCC(O)CN2CCCCC2)cc1)CN1CCCCC1 (configuration not stated) | -3 | 12 | -2 | 0 | 1 | 0 | 0 | -0.7 | -3 | -2.5
O=C(N/N=C/c1ccco1)c1ccccn1 | -4 | 11 | 2 | -4 | -2 | -1 | 7 | 0.7 | 8 | -1.9
Cc1onc(-c2ccccc2)c1C(=O)NNC(=S)NC(=O)c1ccc(F)cc1 | 4 | 14 | -2 | -3 | 1 | -4 | -5 | 0.2 | -7 | -2.1
CCOC(=O)c1c(C)nc2sc3c(=O)n(-c4ccc(C(C)=O)cc4)cnc3c2c1-c1ccc(OC)cc1 | 3 | 8 | 2 | -4 | 0 | -15 | 3 | 0.6 | -5 | -1.5

Later entries
SMILES | Keap1 Nrf2 FP | OPRM1-OPRD1 inv | V-ATPase pH | CAL PDZ FP | HTR5A ag ctr | RTF Ca sens inh | cardiac RTF act | C-LANA FP | HTR5A inv ctr | MOR-DOR ag
Cc1ccc(CC(=O)OC(C)C(=O)NC2CCCCC2C)cc1C (configuration not stated) | -4 | -23 | -2 | -3 | -3 | -9 | -2 | 1.3 | -3 | 5.7
C/C(=C\C(=O)c1ccc(C)o1)Nc1ccc(C(=O)O)cc1C | -1 | 11 | 5 | -4 | -3 | -3 | 2 | 2.6 | -14 | -1.9
COc1ccc(C2CC(C(F)(F)F)n3nc(C(=O)NCc4c(C)nn(C)c4C)c(Cl)c3N2)cc1 (configuration not stated) | -1 | -2 | -1 | 3 | 6 | 1 | -4 | -2.0 | -34 | 0.3
CC(C)CCC1CC(CSC(=N)N)OC1=O (configuration not stated) | -5 | 7 | -1 | -3 | 4 | 7 | 1 | -1.7 | 0 | -1.1
CC1CCCN(Cc2nc3c(c(=O)n(C)c(=O)n3C)n2CC(N)=O)C1 (configuration not stated) | -1 | . | -2 | . | . | -2 | -1 | 0.2 | . | .
O=C(NCCN1C(=O)S/C(=C\c2ccc(Cl)cc2Cl)C1=O)C1=COCCO1 | 6 | 14 | 3 | -2 | 0 | 2 | -13 | 0.9 | -7 | -2.6
